p53 PUMA act: re-activators of the mutant p53 pathway; activation, % at 9.98 µM; SW480 PUMA-promoter luciferase, p53 mutant reactivation; 1.5% of 28,000 active; in the data active means activation above about 52%
STK33 inh: inhibitors of human STK33 kinase; Q9BYT3; ADP-Glo luminescence, MBP substrate; inhibition, % at 12.5 µM; 0.44% of 27,000 active; AID 2322; in the data active means inhibition above about 20%
Target sequence (Q9BYT3 whole entry, looked up): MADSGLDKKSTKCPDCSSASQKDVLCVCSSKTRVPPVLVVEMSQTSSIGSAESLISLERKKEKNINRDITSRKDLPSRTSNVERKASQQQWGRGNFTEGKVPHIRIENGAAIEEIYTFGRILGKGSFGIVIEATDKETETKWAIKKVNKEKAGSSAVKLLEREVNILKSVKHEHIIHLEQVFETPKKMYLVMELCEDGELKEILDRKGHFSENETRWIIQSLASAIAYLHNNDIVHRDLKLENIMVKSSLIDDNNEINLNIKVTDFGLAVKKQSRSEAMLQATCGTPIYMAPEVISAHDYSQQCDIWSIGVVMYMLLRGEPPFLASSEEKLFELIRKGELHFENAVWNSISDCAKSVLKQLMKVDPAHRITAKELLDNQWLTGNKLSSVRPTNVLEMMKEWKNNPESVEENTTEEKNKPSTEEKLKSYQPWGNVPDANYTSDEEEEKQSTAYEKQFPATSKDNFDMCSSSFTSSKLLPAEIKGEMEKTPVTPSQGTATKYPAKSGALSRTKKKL
Active calls of the source: *; / = no result given. An excerpt; the hit share may differ from the screen's.

Value order: STK33 inh, p53 PUMA act
Cc1cc(NC(=O)CSc2nnc(-c3ccccc3Cl)n2C)ccc1Br
  -3, 5
COc1ccc(CN(C)C[C@H]2OCc3cnnn3CCCC(=O)N([C@H](C)CO)C[C@@H]2C)cc1
  0, /
Cc1ccc(S(=O)(=O)N(C)C[C@@H]2Oc3ccc(NS(=O)(=O)c4cn(C)cn4)cc3CC(=O)N([C@H](C)CO)C[C@@H]2C)cc1
  1, /
C[C@H]1CN([C@@H](C)CO)C(=O)CCCn2nncc2CO[C@@H]1CN(C)C(=O)Nc1ccc2c(c1)OCCO2
  -2, /
COc1ccc(OC)c(NS(=O)(=O)c2ccc(NC(=O)C3COc4ccccc4O3)cc2)c1 (centres undefined)
  1, -5
COc1ccc(CN(C)C[C@H]2Oc3ccc(NC(=O)CCN4CCOCC4)cc3C(=O)N([C@H](C)CO)C[C@@H]2C)cc1
  /, 1
CN1C(C(=O)Nc2ccccn2)C(=O)c2ccccc2S1(=O)=O (centres undefined)
  1, -4
CC(C)CC#Cc1cnc2c(c1)C(=O)N([C@@H](C)CO)C[C@@H](C)[C@@H](CN(C)Cc1ccccn1)O2
  /, -10
COc1ccc(NC(=O)CN(C)S(=O)(=O)c2ccccc2)cc1OC
  -2, 6
C[C@@H]1CN([C@H](C)CO)C(=O)c2cc(-c3cccc(C#N)c3)cnc2O[C@H]1CN(C)Cc1ccc(F)cc1
  /, 5
COc1cc(OC)c(C(=O)CCCN2CCCC2)c(OC)c1
  0, -16
CC(=O)Oc1ccc2c(c1OC(C)=O)OCC1(O)Cc3c(cc(OC(C)=O)c(OC(C)=O)c3OC(C)=O)C21 (centres undefined)
  2, /
C[C@@H]1CCCCO[C@H](CN(C)S(=O)(=O)c2cn(C)cn2)[C@@H](C)CN([C@@H](C)CO)C(=O)c2cc(NS(=O)(=O)c3cn(C)cn3)ccc2O1
  /, 6
CC(C)NC(=O)Nc1ccc2c(c1)C(=O)N([C@H](C)CO)C[C@H](C)[C@H](CN(C)Cc1ccncc1)OCCCC[C@H](C)O2
  /, 9
O=C1O[C@@H](c2ccccc2)[C@@H](c2ccccc2)N2[C@@H](c3ccc(O)cc3)[C@]3(C(=O)Nc4ccc(C#CC5(O)CCCCCC5)cc43)[C@@H](C(=O)N3CCCCCCC3)[C@H]12
  5, /
COc1cc(NC(=O)COC(C)=O)cc(OC)c1OC
  -3, -18
COc1ccc(NC(=O)N(C)C[C@@H]2Oc3c(NS(=O)(=O)c4cccs4)cccc3C(=O)N([C@H](C)CO)C[C@H]2C)cc1
  /, 1
COc1ccccc1CN1CCN(Cc2ccc(OC)c(OC)c2OC)CC1
  2, -10
C[C@@H]1CN([C@H](C)CO)C(=O)CCCn2nncc2CO[C@@H]1CN(C)Cc1ccc2c(c1)OCCN2C
  0, 6
CNC[C@H]1Oc2ccc(NS(=O)(=O)c3c(C)noc3C)cc2CC(=O)N([C@@H](C)CO)C[C@H]1C
  6, 1
C[C@@H]1CN([C@@H](C)CO)C(=O)c2cccc(NC(=O)C3CCOCC3)c2O[C@@H]1CN(C)C(=O)Nc1ccc(C(F)(F)F)cc1
  /, 5
Nc1cc(N)nc(SCC(=O)Nc2cccc(Cl)c2Cl)n1
  4, -6
C[C@@H]1CN([C@H](C)CO)S(=O)(=O)c2ccc(C#Cc3cccnc3)cc2O[C@@H]1CN(C)C
  /, -6
Cc1noc(C)c1NC(=O)N(C)C[C@@H]1Oc2ccc(NC(=O)CCC(F)(F)F)cc2CC(=O)N([C@H](C)CO)C[C@@H]1C
  1, 10
COc1ccc(CN(C)C[C@H]2OCCCC[C@@H](C)Oc3ccc(NC(=O)Nc4ccc(OC)cc4)cc3C(=O)N([C@H](C)CO)C[C@@H]2C)cc1
  -3, /
Cc1ccc(S(=O)(=O)N(C)C[C@@H]2Oc3ccc(NS(C)(=O)=O)cc3CC(=O)N([C@H](C)CO)C[C@H]2C)cc1
  2, /
C[C@@H]1CN([C@H](C)CO)C(=O)c2cc(N(C)C)ccc2O[C@@H](C)CCCCO[C@H]1CN(C)S(=O)(=O)c1ccc(Cl)cc1
  /, -10
CCC(CCC(=O)Nc1ccccc1[N+](=O)[O-])C(=O)O (centres undefined)
  -2, -4
Cc1sc2nc(-c3ccccc3O)[nH]c(=O)c2c1C
  /, 2
C[C@@H]1CN([C@H](C)CO)S(=O)(=O)c2ccc(/C=C/c3ccccc3)cc2O[C@H]1CN(C)C(=O)NC1CCCCC1
  /, -57

(further entries)
Value order: STK33 inh, p53 PUMA act
CCOc1ccccc1-c1nc(SCC(=O)Nc2sc3c(c2C#N)CCCC3)n[nH]1
  4, 8
COc1cc2c(cc1OC)CN(C(=O)[C@@H]1[C@H]3C(=O)O[C@H](c4ccccc4)[C@H](c4ccccc4)N3[C@H](c3ccc(O)cc3)[C@@]13C(=O)Nc1ccc(C#CC4=CCCCC4)cc13)CC2
  5, /
CNC[C@@H]1Oc2ccc(NC(=O)Nc3ccc4c(c3)OCO4)cc2CC(=O)N([C@@H](C)CO)C[C@@H]1C
  2, 5
CCOC(=O)c1c(NC(=O)Cn2nc([N+](=O)[O-])c(Br)c2C)sc2c1CCCC2
  2, -18
C[C@H](CO)N1C[C@H](C)[C@H](CN(C)Cc2cncnc2)Oc2ncc(/C=C/c3ccccc3)cc2C1=O
  /, 7
C[C@H](CO)N1C[C@H](C)[C@@H](CN(C)S(=O)(=O)c2ccc(F)cc2)Oc2ccc(NS(=O)(=O)c3cn(C)cn3)cc2C1=O
  /, 6
Cc1ccc(-c2noc(CN(C(=O)c3cccc([N+](=O)[O-])c3)C(C)C)n2)cc1
  3, 6
CC1(C)Cc2c(c(N3CCOCC3)nc3sc4c(SCc5nc6ccccc6[nH]5)ncnc4c23)CO1
  0, 14
O=C(COc1ccc([N+](=O)[O-])cc1)Nc1ccc2oc(-c3ccc(F)cc3)nc2c1
  3, -62
COc1cccc(-c2ccc3c(c2)O[C@H](CN(C)C(=O)C2CCCCC2)[C@@H](C)CN([C@H](C)CO)S3(=O)=O)c1
  /, -33
COc1ccc2c(=O)cc(-c3ccccc3OC)oc2c1
  1, /
Nc1nnc(SCC(=O)N2CCN(Cc3ccccc3)CC2)s1
  0, 11
C[C@H]1CN([C@@H](C)CO)C(=O)Cc2cc(NS(=O)(=O)c3ccccc3)ccc2O[C@H]1CN(C)S(=O)(=O)c1cn(C)cn1
  1, /
C[C@@H]1CN([C@@H](C)CO)C(=O)c2cc(NS(=O)(=O)c3ccc(Cl)cc3)ccc2O[C@@H](C)CCCCO[C@@H]1CN(C)C
  /, -4
O=C(COc1ccc(I)cc1)Nc1ccc([N+](=O)[O-])cc1O
  0, 39
C[C@@H]1CCCCO[C@H](CN(C)C(=O)NC2CCCCC2)[C@@H](C)CN([C@H](C)CO)C(=O)c2cc(NC(=O)CCC(F)(F)F)ccc2O1
  -2, /
C[C@H]1CN([C@@H](C)CO)C(=O)c2cccc(NS(=O)(=O)c3cn(C)cn3)c2O[C@H]1CN(C)C(=O)Nc1cccc2ccccc12
  /, -15
Cc1c(Cl)cccc1Nc1ccccc1C(=O)O
  -6, /
CC(C)C#Cc1cnc2c(c1)C(=O)N([C@H](C)CO)C[C@H](C)[C@H](CN(C)Cc1cncnc1)O2
  /, 4
COc1ccc(CN(C)C[C@@H]2Oc3ccc(NC(=O)c4ccncc4)cc3C(=O)N([C@H](C)CO)C[C@H]2C)cc1
  /, 2
COc1cc(C)c(Cl)cc1S(=O)(=O)NCCN1CCOCC1
  -7, -1
Cc1noc(C)c1S(=O)(=O)Nc1ccc2c(c1)C(=O)N([C@@H](C)CO)C[C@@H](C)[C@@H](CN(C)C(=O)CCC(F)(F)F)OCCCC[C@@H](C)O2
  /, -16
COc1ccc(-c2nnc3c4ccccc4c(C)nn23)cc1S(=O)(=O)NCc1ccccc1
  3, 7
CC(=O)c1ccc(NC(=O)CSc2nnc3n(C)c(=O)c4c5c(sc4n23)CCCC5)cc1
  6, 17
CCCN(C)C[C@@H]1OCc2cnnn2CCCC(=O)N([C@@H](C)CO)C[C@@H]1C
  -3, /
C[C@H]1CN([C@@H](C)CO)C(=O)Cc2cc(NC(=O)CCN3CCOCC3)ccc2O[C@@H]1CN(C)Cc1ccncc1
  2, 0
C[C@H](NC[C@H](O)CP(=O)(O)Cc1ccccc1)c1ccc(Cl)c(Cl)c1
  0, /
CCCCN(CC)C(=O)Cn1c(=O)n(Cc2ccccc2Cl)c(=O)c2cc(OC)c(OC)cc21
  /, -4
C[C@@H]1CCCCO[C@@H](CN(C)CC2CC2)[C@@H](C)CN([C@H](C)CO)C(=O)c2cc(NS(=O)(=O)c3ccccc3)ccc2O1
  1, /
C[C@H]1CN([C@@H](C)CO)S(=O)(=O)c2ccc(C#CC3CC3)cc2O[C@H]1CN(C)C(=O)c1ccccc1
  /, -6

(further entries)
Value order: STK33 inh, p53 PUMA act
CC1=CC(=O)C2C(C)(C)CCC[C@]2(C)[C@@]1(O)CCc1ccoc1 (some centres undefined)
  3, /
CCCN(C)C[C@H]1OCCCC[C@@H](C)Oc2ccc(NS(=O)(=O)c3ccc(OC)cc3)cc2C(=O)N([C@H](C)CO)C[C@@H]1C
  /, -3
Cc1cc(Cl)ccc1NC(=O)CN(C)S(=O)(=O)c1ccc(F)cc1
  -3, -6
C[C@H]1CN([C@@H](C)CO)C(=O)Cc2cc(NC(=O)CCC(F)(F)F)ccc2O[C@@H]1CN(C)Cc1ccc(Cl)c(Cl)c1
  3, -4
C[C@H](CO)N1C[C@H](C)[C@H](CN(C)C(=O)Nc2cccc3ccccc23)Oc2ccc(NC(=O)Nc3ccc(F)cc3)cc2CC1=O
  3, /
O=C(CSc1nc2ccccc2o1)Nc1ccc(N2CCOCC2)c(Cl)c1
  0, 96*
CN(C)c1ccc2c(c1)[C@@H]1C[C@H](CC(=O)NCc3ccc(Oc4ccccc4)cc3)O[C@@H](CO)[C@@H]1O2
  /, -44
CC(Oc1ccc(C(=O)NC2CCCCC2)cc1)C(=O)Nc1ccccc1C(F)(F)F (centres undefined)
  1, -11
COc1ccc(S(=O)(=O)Nc2ccc3c(c2)C(=O)N([C@H](C)CO)C[C@@H](C)[C@H](CN(C)CC2CC2)O3)cc1
  /, 1
O=c1c2ccccc2nc(SCc2cccc3nsnc23)n1-c1ccccc1
  6, -9
C[C@@H]1CN([C@@H](C)CO)C(=O)CCCn2cc(nn2)CO[C@@H]1CN(C)C(=O)Nc1cccc2ccccc12
  0, 0
COc1cc(C2Nc3ccccc3S2)cc(OC)c1OC (centres undefined)
  -1, /
Cc1noc(C)c1S(=O)(=O)Nc1ccc2c(c1)C(=O)N([C@@H](C)CO)C[C@H](C)[C@@H](CN(C)C(=O)NC(C)C)OCCCC[C@@H](C)O2
  /, 10
Cc1ccc(NC(=O)Cc2n[nH]c(=S)n2C)cc1
  -3, -15
C[C@H](CO)N1C[C@H](C)[C@H](CN(C)S(=O)(=O)c2cn(C)cn2)Oc2ccc(NC(=O)Nc3cccc4ccccc34)cc2CC1=O
  -1, -20
C[C@H]1CN([C@@H](C)CO)C(=O)CCCn2cc(nn2)CO[C@@H]1CN(C)Cc1ccccc1C(=O)O
  5, /
Cn1c(=O)c2c(nc(SCc3nn[nH]n3)n2Cc2ccccc2)n(C)c1=O
  1, -4
C[C@@H]1CN([C@H](C)CO)C(=O)Cc2cc(NC(=O)Cn3cnnn3)ccc2O[C@H]1CN(C)S(C)(=O)=O
  6, /
c1ccc(-c2nc(-c3cccs3)[nH]c2-c2ccccc2)cc1
  3, /
CCOC(=O)c1sc(NC(=S)Nc2cnccn2)c(C(=O)OCC)c1C
  0, 5
O=C(CSc1nc(-c2ccccc2)cc(C(F)(F)F)n1)Nc1cccc(Cl)c1Cl
  1, -18
COc1ccc(OC)c(NC(=O)COc2ccc3c4c(c(=O)oc3c2)CCC4)c1
  7, 2
C[C@H]1CN([C@@H](C)CO)C(=O)c2cc(NC(=O)Cc3cn(C)c4ccccc34)ccc2O[C@@H]1CN(C)S(=O)(=O)c1ccc(F)cc1
  /, -12
COc1ccc(S(=O)(=O)Nc2ccc3c(c2)CC(=O)N([C@@H](C)CO)C[C@H](C)[C@H](CN(C)Cc2ccc(Oc4ccccc4)cc2)O3)cc1
  5, /
C[C@@H]1CN([C@@H](C)CO)C(=O)Cc2cc(NS(=O)(=O)c3cccs3)ccc2O[C@@H]1CN(C)C(=O)Nc1ccc2c(c1)OCO2
  -2, 2

Laid out differently: entries from further up.
canonical_smiles | STK33 inh | p53 PUMA act
CC1=CC(=O)C2C(C)(C)CCC[C@]2(C)[C@@]1(O)CCc1ccoc1 (some centres undefined) | 3 | /
CCCN(C)C[C@H]1OCCCC[C@@H](C)Oc2ccc(NS(=O)(=O)c3ccc(OC)cc3)cc2C(=O)N([C@H](C)CO)C[C@@H]1C | / | -3
Cc1cc(Cl)ccc1NC(=O)CN(C)S(=O)(=O)c1ccc(F)cc1 | -3 | -6
C[C@H]1CN([C@@H](C)CO)C(=O)Cc2cc(NC(=O)CCC(F)(F)F)ccc2O[C@@H]1CN(C)Cc1ccc(Cl)c(Cl)c1 | 3 | -4
C[C@H](CO)N1C[C@H](C)[C@H](CN(C)C(=O)Nc2cccc3ccccc23)Oc2ccc(NC(=O)Nc3ccc(F)cc3)cc2CC1=O | 3 | /
O=C(CSc1nc2ccccc2o1)Nc1ccc(N2CCOCC2)c(Cl)c1 | 0 | 96*
CN(C)c1ccc2c(c1)[C@@H]1C[C@H](CC(=O)NCc3ccc(Oc4ccccc4)cc3)O[C@@H](CO)[C@@H]1O2 | / | -44
CC(Oc1ccc(C(=O)NC2CCCCC2)cc1)C(=O)Nc1ccccc1C(F)(F)F (centres undefined) | 1 | -11
COc1ccc(S(=O)(=O)Nc2ccc3c(c2)C(=O)N([C@H](C)CO)C[C@@H](C)[C@H](CN(C)CC2CC2)O3)cc1 | / | 1
O=c1c2ccccc2nc(SCc2cccc3nsnc23)n1-c1ccccc1 | 6 | -9

Bioassay records as filed in PubChem.
